14-3-3 PPI: modulators of human 14-3-3 gamma - Raf peptide interaction | AID 422 | FP, 14-3-3gamma / TMR-pS259-Raf peptide binding | inhibition, % at 40 µM | 0.19% of 160,000 active | P61981; in the data active = inhibition above about 30%;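 also: 0% = protein plus tracer without compound and 100% = blank with tracer alone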
Target sequence (P61981 whole entry, looked up): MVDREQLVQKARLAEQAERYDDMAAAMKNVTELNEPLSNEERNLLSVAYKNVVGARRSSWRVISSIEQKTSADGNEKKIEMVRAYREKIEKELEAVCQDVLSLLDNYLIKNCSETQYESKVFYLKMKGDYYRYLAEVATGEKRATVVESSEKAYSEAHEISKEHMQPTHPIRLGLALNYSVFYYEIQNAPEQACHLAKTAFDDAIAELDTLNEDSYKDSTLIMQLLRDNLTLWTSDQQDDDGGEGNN
An asterisk follows results filed as active; & = joins results of further samples. Not all compounds are listed; count on the stated rates, not on these rows.

No. | Molecule | 14-3-3 PPI
1 | COC(=O)CNC(=O)c1sc2nc(C)nc(N(C)c3ccc(C(C)C)cc3)c2c1C | -1
2 | COc1ccc(S(=O)(=O)N2CCCC2C(=O)Nc2ccccc2Cl)cc1 (stereo not drawn) | 0
3 | COC(=O)c1ccccc1NC(=O)N1CCN(S(=O)(=O)c2ccc(Cl)cc2)CC1 | -5
4 | COc1ccc(CNc2nc3c(c(=O)n(Cc4ccc(F)cc4)c(=O)n3C)n2C)cc1 | -3
5 | COc1ccccc1C(=O)N1CCN=C1SCc1ccccc1 | -2
6 | Cn1cnc2c1c(=O)n(Cc1ccc(F)cc1Cl)c(=O)n2C | 7
7 | COc1ccc(NC(=O)c2cc(-c3ccccc3OC)on2)cc1 | 4&-2
8 | COC(=O)CNC(=O)C1CCC(Cn2c(=O)[nH]c3ccsc3c2=O)CC1 (stereo not drawn) | 0
9 | COc1cc(NC(=O)c2cccs2)ccc1NC(=O)c1ccco1 | -5
10 | CN(C)C(=O)NCc1ccc(S(N)(=O)=O)cc1 | -9
11 | CCc1ccc(NC(=O)CSc2nnc(-c3cnccn3)n2Cc2ccco2)cc1 | -6
12 | COC(=O)c1cccc(NC(=O)CN2C(=O)c3ccccc3C2=O)c1 | -44
13 | C=CCSc1nnc2c(n1)OC(c1ccccc1)N(C(C)=O)c1ccccc1-2 (stereo not drawn) | -4
14 | c1ccc2[nH]c(Cc3nc4ccccc4[nH]3)nc2c1 | -11
15 | CCSc1nc2c(c(=O)n1C)SC(C)C2 (stereo not drawn) | -4
16 | Cc1ccc(-c2nn3c(-c4ccco4)nnc3c3ccccc23)cc1S(=O)(=O)N1CCOCC1 | -7
17 | CN(C)c1ccc(C2NCCC3(O)CCCCC23)cc1 (stereo not drawn) | -3
18 | Cc1nc2ccc3nc(NC(=O)c4ccc(S(=O)(=O)N5CC(C)CC(C)C5)cc4)sc3c2s1 (stereo not drawn) | -133
19 | O=C(CSc1nnc2ccccn12)Nc1ccc2ccccc2c1 | 1
20 | O=C(c1scc2c1CCCC2)N1CCCCC1 | -4&0
21 | CCOC(=O)c1c(O)c2cccc3c2n(c1=O)CC3 | 1
22 | CCOC(=O)c1cnc2c(Cl)cccc2c1Nc1cccc(Cl)c1 | -13
23 | O=C(Cn1c(NCCO)nc2ccccc21)c1ccccc1 | -1
24 | C=CCn1c(-c2nonc2NC(C)=O)nc2ccccc21 | -10
25 | COC(=O)CC1=C(C(=O)OC)C(c2ccc3c(c2Cl)OCO3)C(C#N)=C(N)O1 (stereo not drawn) | -5
26 | CC(NC(=O)CN(c1cc(C(F)(F)F)ccc1Cl)S(C)(=O)=O)c1ccccc1 (stereo not drawn) | 7
27 | c1cn(CCCNc2ncnc3nc[nH]c23)cn1 | 2
28 | CSc1ccccc1NC(=O)c1ccncc1 | -1
29 | CCCCCNc1nc(-c2ccco2)c2c(c1C#N)CCCC2 | -1
30 | COCCNC(=O)C(C#N)c1nc2ccccc2nc1N1CCCCCC1 (stereo not drawn) | -4
31 | CC(C)Cc1ccc(S(=O)(=O)N2CCCC2)cc1 | -3
32 | COc1ccc(CCNC2CC(=O)N(c3ccc(OC(F)(F)Cl)cc3)C2=O)cc1OC (stereo not drawn) | -7
33 | CC1Cc2ccccc2N1S(=O)(=O)c1ccc(Cl)s1 (stereo not drawn) | -144
34 | Cn1c(=O)c2c(ncn2CC(=O)NC2CCCC2)n(C)c1=O | -6
35 | CCOC(=O)c1cnc2c(C)cc(Cl)cc2c1Nc1ccc2c(c1)OCCO2 | -2
36 | Cc1c(C(=O)NC2CCCCC2)c(-c2ccccc2)nn1-c1ccccc1 | 9

Compounds 25 to 29, reprinted for reference:
No. | Molecule | 14-3-3 PPI
25 | COC(=O)CC1=C(C(=O)OC)C(c2ccc3c(c2Cl)OCO3)C(C#N)=C(N)O1 (stereo not drawn) | -5
26 | CC(NC(=O)CN(c1cc(C(F)(F)F)ccc1Cl)S(C)(=O)=O)c1ccccc1 (stereo not drawn) | 7
27 | c1cn(CCCNc2ncnc3nc[nH]c23)cn1 | 2
28 | CSc1ccccc1NC(=O)c1ccncc1 | -1
29 | CCCCCNc1nc(-c2ccco2)c2c(c1C#N)CCCC2 | -1

Other structures.
No. | Molecule | 14-3-3 PPI
37 | CC(C)C(OC(=O)c1cccs1)C(=O)NCc1cccs1 (stereo not drawn) | 5
38 | Cn1nnnc1SCC(=O)NC1CCCCC1 | -4
39 | CCC(C)NC(=O)C1CC(=O)Nc2ccccc21 (stereo not drawn) | -25
40 | Cc1ccc(OCc2ccc(C(=O)Nc3nccs3)o2)cc1 | -7
41 | COc1cccc(C2C(C(=O)Nc3ccc(C)cc3C)=C(C)Nc3ncnn32)c1OC (stereo not drawn) | -5&-8
42 | CCOC(=O)c1ccc(NC(=O)CSc2nc3c(c(=O)n2-c2ccccc2OC)SCC3)cc1 | -1
43 | OCCNc1nc(Nc2ccc(OC(F)(F)F)cc2)nc(OCC(F)(F)F)n1 | -7
44 | COc1ccc(S(=O)(=O)n2c(SCC(=O)NC3CCCCC3)nc3ccccc32)cc1 | -4
45 | CC1=C(C(=O)OCCc2ccccc2)C(c2cccc3ccccc23)C2=C(CC(C)(C)CC2=O)N1 (stereo not drawn) | -4
46 | CCOC(=O)c1c(NC(=O)C2CCCCC2)sc(C(=O)NC2CCCCC2)c1C | -5
47 | CCCN1C(=O)C(NC(=O)c2ccncc2)(C(F)(F)F)C2=C1CC(C)(C)CC2=O (stereo not drawn) | 0
48 | Cc1ccc(-c2cc(C(=O)N3CCOCC3)c3ccccc3n2)cc1C | 1
49 | Cc1ccc(OCC(=O)Nc2c[nH]c(=O)[nH]c2=O)c(C)c1 | 0
50 | Cc1ccc2nc(-c3cc(N=Cc4cc(C)c(C)cc4O)ccc3O)oc2c1 | -34
51 | CCN(CC)C(=O)c1sc2ncnc(N3CCc4ccccc4C3)c2c1C | -7
52 | COC(=O)c1c(NC(=O)CSc2nnc3sc4ccccc4n23)sc2c1CCC(C)C2 (stereo not drawn) | 9
53 | COc1ccc(S(=O)(=O)NC(C(=O)O)c2ccccc2)cc1 (stereo not drawn) | -10
54 | Cc1ccc(NS(=O)(=O)c2ccc3[nH]c(=O)c(=O)[nH]c3c2)c(Cl)c1 | -7
55 | CCNc1nc(NCC)nc(C(=O)O)n1 | -6
56 | CC(=O)Nc1ccc(NC(=O)C2(S(=O)(=O)c3ccc(Cl)cc3)CC2)cc1 | -5
57 | CCOC(=O)N1CCC2(CC1)CC(=O)c1cc(O)ccc1O2 | 2
58 | COc1cc(NC(=O)c2cc(-c3cccc(Cl)c3)on2)cc(OC)c1OC | -29
59 | CN(C)c1ccnc(SCc2ccccc2Cl)c1C#N | -6
60 | Cc1oc(-c2ccccc2F)nc1CS(=O)CC(=O)NCc1cccs1 (stereo not drawn) | -2
61 | CCCCOc1ccc(-c2nnc3n2N=C(c2ccc(OC)cc2)CS3)cc1 | 0
62 | CC(C)(C)c1ccc(CNc2cc(N3CCCCC3)ccc2[N+](=O)[O-])cc1 | 2
63 | Cc1cccc(N(CC(=O)Nc2cccc(Br)c2)S(=O)(=O)c2ccccc2)c1C | -12
64 | CCOc1cccc2c(C)nc(Nc3nc4c(c(=O)[nH]3)CCCC4)nc12 | -17
65 | CCOc1ccc(NC(=O)C2=C(C)NC(=O)NC2c2ccc(OC)c(OC)c2)cc1 (stereo not drawn) | 3
66 | Cc1cc(C)c2c(=O)[nH]c(SCC(N)=O)nc2n1 | -12
67 | O=C(CSc1nccn1-c1ccc(F)cc1)Nc1cccc(C(F)(F)F)c1 | -4
68 | CCc1ccccc1NC(=O)CCS(=O)(=O)c1ccc(Br)s1 | -5
69 | Cc1onc(-c2c(F)cccc2Cl)c1C(=O)NCc1cccs1 | 0
70 | Cc1ccc(Cn2c(N3CCCCCC3)nc3c2c(=O)[nH]c(=O)n3C)cc1 | -9
71 | CC(=O)c1cccc(NC(=O)N2Cc3ccccc3CC2S(C)(=O)=O)c1 (stereo not drawn) | 4
72 | Cc1nc2ccc3nc(NC(=O)c4ccc5c(c4)OCCO5)sc3c2s1 | -5
73 | COc1ccc2c(c1OC)C(=O)O[C@@H]2[C@H]1c2c(cc3c(c2OC)OCO3)CCN1C | -1&-3
74 | Cc1cc(Cl)ccc1OCC(=O)N1CC(C)CC(C)C1 (stereo not drawn) | -13
75 | O=C(O)CCN1C(=O)C(=O)/C(=C(/O)c2ccc(Cl)cc2)C1c1ccc2c(c1)OCO2 (stereo not drawn) | -4
76 | O=[N+]([O-])c1ccc(Cl)cc1NCCCO | -8
77 | Cc1nc2ccc(C(=O)N3CCSCC3)cc2s1 | -9
78 | Cc1c(NC(=O)NCc2ccccc2)c(=O)n(-c2ccccc2)n1C | 2
79 | CC(C)c1ccc2c(c1)c(SC(C)(C)C)c(CC(C)(C)C(=O)O)n2Cc1ccc(Cl)cc1 | -4
80 | O=C(NCc1ccccc1F)c1ccccc1-c1ccccc1 | -2
81 | Cc1noc(C)c1S(=O)(=O)N1CCCC(C(=O)N2CCc3ccccc3C2)C1 (stereo not drawn) | 2
82 | COc1ccccc1Cn1c(=S)[nH]c2cc(C(=O)N3CC=C(c4ccccc4)CC3)ccc2c1=O | -4
83 | O=C1CCCN2N=C(SCC(=O)NCc3ccc(F)cc3)SC2=N1 | -7
84 | COc1ccc2nc(NS(=O)(=O)c3ccc(C)cc3)sc2c1 | -4
85 | COc1ccc(-c2nc(=O)c3ccccc3o2)cc1 | 6
86 | CN(C)c1ccc(Nc2nc(-c3cccnc3)cs2)cc1 | 4&5
87 | CCCN(CCC)S(=O)(=O)c1cccc2nonc12 | -58
88 | CC(C)NS(=O)(=O)c1ccc2[nH]c(=O)sc2c1 | -1
89 | Cc1ccc2nc(Nc3ccccc3)c(/C=N/O)c(=O)n2c1 | -5
90 | COc1ccc(NC(=O)c2cc(CC(C)C)oc2C)cc1 | 3
91 | CCOc1cc2[nH]c(=O)n(CC3CCC(C(=O)N4CCN(c5ccccc5)CC4)CC3)c(=O)c2cc1OCC (stereo not drawn) | 1
92 | O=C(O)c1ccc(CSc2nnc(-c3ccco3)o2)cc1 | -3&-2
93 | c1cn(CC2(Cn3ccnc3)COC2)cn1 | 0
94 | COc1cccc(Nc2nc(Cc3ccccc3)nc3sc(C)c(C)c23)c1 | 5
95 | Cc1noc(NS(=O)(=O)c2ccc(NC(=O)COc3ccccc3[N+](=O)[O-])cc2)c1C | 0
96 | CSc1ccccc1Nc1ncnc2c1cnn2-c1cccc(C)c1 | -4

The list continues.
No. | Molecule | 14-3-3 PPI
97 | O=C(CSCC(=O)Nc1ccc2ccccc2c1)NCc1ccccc1 | -2
98 | CCOc1cccc2cc(-c3csc(Nc4cccc(C(F)(F)F)c4)n3)c(=O)oc12 | -64
99 | CCN1C(=O)N(CC)C2OCOC21 (stereo not drawn) | -1
100 | Cc1nnc2c(NC(C)C)nc3ccccc3n12 | -4
101 | CCOC(=O)C1[C@H]2C(=O)N(CCCOC)C[C@]23C=C[C@H]1O3 (stereo partly drawn) | 4
102 | CCOC(=O)c1c(NC(=O)c2cnn3c2NC(c2ccc(C)cc2)CC3C(F)(F)F)sc2c1CCCC2 (stereo not drawn) | -2
103 | COc1cc2c(cc1OC)C(C(=O)N1CC(C)CC(C)C1)C(c1ccccc1F)N(C)C2=O (stereo not drawn) | -1
104 | O=C(/C(=N\O)n1cncn1)c1ccc(Br)cc1Br | -4
105 | CCOc1ccc(-n2c(=O)c3c4c(sc3n(CC(=O)Nc3ccc(OC)cc3)c2=O)CCCC4)cc1 | -10
106 | Cc1cc(C)c(NC(=O)c2cc(S(=O)(=O)NCCC3=CCCCC3)ccc2F)c(C)c1 | -7
107 | COc1ccc(C(=O)CSc2nc(C)cc(C)n2)cc1C | 23
108 | O=C(NCc1cccnc1)c1ccc2nc3ccccc3c(=O)n2c1 | -9
109 | CCc1ccc(C2CC(=O)NC(SCC(=O)OC(C)C)=C2C#N)cc1 (stereo not drawn) | 7
110 | Cc1ccc(C)n1CCN1CCN(C(=O)c2ccco2)CC1 | -5
111 | CC(=O)Nc1ccc(N2C(=O)CC(Sc3nccc(C)n3)C2=O)cc1 (stereo not drawn) | -15
112 | CCOC(=O)c1nnn(CC(=O)Nc2ccccc2OC)c1C(=O)OCC | -5
113 | COc1cccc(CNc2ccc3c(c2)ncn3C)c1 | 2
114 | COc1ccccc1C(=O)NCCn1cc(SCc2ccccc2F)c2ccccc21 | 2
115 | CCOC(=O)N1CCN(C(=O)c2cc(C)no2)CC1 | -5
116 | CC(=O)c1sc(SCCOc2ccccc2)nc1C | 0
117 | O=C1CC(N2CCN(c3ccccc3F)CC2)C(=O)N1c1ccc2c(c1)OCCO2 (stereo not drawn) | 1
118 | O=C(c1ccc2c(c1)OCO2)N(c1ccccc1)C1(C(=O)NC2CCCCC2)CCCCC1 | -5
119 | CCCc1nc2ccccc2c(=O)n1-c1c(C)n(C)n(-c2ccccc2)c1=O | 7
120 | O=C1c2ccccc2C(=O)N1CCSc1nnc(-c2ccco2)n1Cc1ccccc1 | -3

Six entries from above, arranged by their value in 14-3-3 PPI, low to high:
No. | Molecule | 14-3-3 PPI
63 | Cc1cccc(N(CC(=O)Nc2cccc(Br)c2)S(=O)(=O)c2ccccc2)c1C | -12
24 | C=CCn1c(-c2nonc2NC(C)=O)nc2ccccc21 | -10
9 | COc1cc(NC(=O)c2cccs2)ccc1NC(=O)c1ccco1 | -5
82 | COc1ccccc1Cn1c(=S)[nH]c2cc(C(=O)N3CC=C(c4ccccc4)CC3)ccc2c1=O | -4
60 | Cc1oc(-c2ccccc2F)nc1CS(=O)CC(=O)NCc1cccs1 (stereo not drawn) | -2
101 | CCOC(=O)C1[C@H]2C(=O)N(CCCOC)C[C@]23C=C[C@H]1O3 (stereo partly drawn) | 4

(further entries)
No. | Molecule | 14-3-3 PPI
121 | Cc1cc(C)cc(-n2c3nc4ccccc4nc3c3c(=O)n(Cc4ccco4)cnc32)c1 | -6
122 | CCN(c1ccc(F)cc1)S(=O)(=O)c1cc(Br)cc2c1N(C(C)=O)CC2 | -16
123 | COc1ccc(NC(=O)c2c(N)sc(-c3ccccc3)c2C)cc1 | -10
124 | CCCCOc1ccc(OC(=O)c2sc3ncn(C)c(=O)c3c2C)cc1 | 3
125 | CC1CCN(C(=O)c2ccc(NC(=O)CCS(=O)(=O)c3cccs3)cc2)CC1 | -9
126 | CC(C)(C)c1[nH]nc2c1C(c1ccccc1OC(=O)N1CCOCC1)C(C#N)=C(N)O2 (stereo not drawn) | -3
127 | Cc1nn(C)c(C)c1S(=O)(=O)N1CCCC(C(=O)NC2CCCCCC2)C1 (stereo not drawn) | 3
